EWS-Fli block: blocks EWS/Fli oncoprotein-driven transcription | A673 NR0B1-luciferase reporter, viability-normalised | inhibition, % at 12.6 µM | hit rate 0.67% among 350,000;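 active means mean inhibition of at least 50% after viability correction, with every replicate also passing that limit; inconclusive means mean reaches 50% but only one of two replicates passes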;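 further: firefly luciferase signal divided by Alamar Blue viability fluorescence both relative to DMSO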
FN deposit inh: fibronectin deposition inhibition. AID 743247. inhibition, % at 12.6 µM. AH1F fibroblasts, Alexa488-fibronectin deposition fluorescence, overnight. hit rate 0.086% among 350,000;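 active means mean inhibition across replicates of 30% or more, regardless of how many single replicates reach that level; inconclusive means mean under 30% yet at least half of replicates reach 30%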;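 further: positive control wells lacked labelled fibronectin entirely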
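Material: AH1F fibroblast monolayer depositing Alexa488-labelled fibronectin into matrix | Input: 10000 AH1F cells/well | Medium: DMEM plus 2% serum, read in PBS | Reagent: Alexa488-fibronectin, 24 nM final in well | Compound dosing: One dose per compound, pinned | Schedule: 1 h adhesion, overnight exposure | Measured by: Fluorescence at 485 nm excitation, 525 nm emission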
LGR2 antag: inhibitors of bursicon-induced Drosophila LGR2 receptor cAMP signaling; HEK293 LGR2, CRE-luciferase, bursicon-stimulated, 4 h; inhibition, % at 9.99 µM; hit rate 0.35% among 380,000;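 active means drop in luminescence signal, shown as inhibition above about 50% in the replicate tests, limit read from the data, passing the limit was not always enough; inconclusive means probably only some replicates passing the limit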;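 further: agonist challenge used bursicon conditioned medium at about half maximal strength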
Cneo AK release: causes C. neoformans cell lysis; adenylate kinase release luminescence, 4 h; normalised: neutral wells 0, clomiphene wells 100; lysis activity, % at 15 µM; hit rate 0.2% among 360,000; AID 651654;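 active means mean lysis activity across replicates of at least 80%, whatever share of replicates individually reach that level; inactive means mean lysis activity below 80%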
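Material – log-phase Cryptococcus neoformans yeast cells · Input – 5 × 10^6 yeast cells/mL · Medium – fresh YPD growth medium · Doses – single compound concentration per well · Timing – static 4 h at 37 °C with compound, 1 h detection · Detection – adenylate kinase release luminescence · Read-out – signal increase indicating cell lysis · Control set – Clomiphene as positive lysis control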
miR122 inh: blocks miR-122 activity in Huh7 sensor cells; Huh7 miR-122 Renilla luciferase sensor, 48 h; neutral wells = 0, positive control = 100; activation (reporter increase), % at 12.5 µM; hit rate 0.3% among 340,000; AID 602342;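 active means mean replicate activation score at least 90 and every replicate individually at or above 90; inconclusive means only one of the two criteria met; inactive means neither criterion met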;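 further: higher luciferase means less miR-122 activity so hits act as miR-122 inhibitors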
Casp6 inh: inhibitors of human caspase-6; P55212; purified caspase-6, Z-VEID-R110 cleavage fluorescence; inhibition, % at 12.5 µM; hit rate 0.53% among 350,000; AID 686996;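 active means mean inhibition across replicates at least about 35%, with every replicate also reaching that limit, limit read from the data; inconclusive means only one of the two criteria met; inactive means neither criterion met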;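 further: 0% = median of neutral control wells and 100% = no fluorescence left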
Target sequence (P55212 24-179 limits assumed): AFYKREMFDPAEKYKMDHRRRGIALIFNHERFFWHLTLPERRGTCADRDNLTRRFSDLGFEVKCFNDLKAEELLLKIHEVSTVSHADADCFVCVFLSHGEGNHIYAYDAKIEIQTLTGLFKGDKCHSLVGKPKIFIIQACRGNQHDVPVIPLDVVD
Target sequence (P55212 194-293 limits assumed): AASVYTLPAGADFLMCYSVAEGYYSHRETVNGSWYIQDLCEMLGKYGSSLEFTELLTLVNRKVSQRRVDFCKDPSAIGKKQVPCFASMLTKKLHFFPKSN
PGC1a acetyl inh: modulators of PGC1a acetylation | inhibition, % at 15.6 µM | hit rate 0.17% among 350,000 | AID 651687 | U2OS PGC1a acetylation, AlphaScreen anti-acetyl-lysine; with virally co-expressed GCN5 acetyltransferase;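 active means every replicate shows inhibition of at least 40%; inconclusive means mean inhibition at least 40% but some replicate below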;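 further: 0% = neutral control wells and 100% = positive control wells; some results beyond the cut were filed as inactive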
PAX8 inh HTS: PAX8 transcriptional activity inhibition; RMG-I TPO-luciferase reporter, SteadyGlo, 24 h; inhibition, % at 12.6 µM; hit rate 1.2% among 360,000; AID 652154;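 active means mean replicate inhibition at least 60% with every replicate also reaching 60%; inconclusive means only one of the two criteria is met; inactive means mean below 60% and not all replicates reaching 60%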;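 further: luciferase light reporting Pax8 driven TPO promoter activity; plate controls were median of neutral control wells for no effect and mitoxantrone controls for full effect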
Numbers without * were called inactive; ? = inconclusive; · = no result given; [ ] = remark or other dose.

cpd	mol	Casp6 inh	EWS-Fli block	PGC1a acetyl inh	miR122 inh	Cneo AK release	PAX8 inh HTS	LGR2 antag	FN deposit inh
1	O=C(C[C@@H]1CC[C@H]2[C@@H](COC[C@H](O)CN2C(=O)c2ccccc2F)O1)NCc1ccc(Cl)cc1	-2.2	7.3	-4.3	3.6[16.7 µM]	2.7	-1.1	3.8	-2.5
2	COC(=O)/C(=N/Nc1ccc(C)cc1)N1CCCc2ccccc21	-0.9	-25.2	·	·	·	10.2	-0.9	-1.4
3	CNc1nnc(C(F)(F)F)s1	0.3	-0.6	10.2	·	·	-4.7	-4.5	2.6
4	Cc1cc(C)cc(N(C(=O)c2csnn2)C(C(=O)NC(C)(C)C)c2ccccn2)c1 (configuration not stated)	-3.8	3.0	2.5	·	·	8.8	-0.8	·
5	CCCC#Cc1ccc2c(c1)[C@H]1[C@H](CCN1S(=O)(=O)c1cccc(F)c1)[C@H](CO)N2C	1.9	11.2	-19.1	7.0[16.7 µM]	62.0	24.9	-22.2	-8.6
6	CSc1nsc(SCC(=O)Nc2ccc(C(C)=O)cc2)n1	·	·	3.3	-1.2	-1.2	·	-33.9	2.8
7	O=C(CNC(=O)C12CC3CC(CC(C3)C1)C2)Nc1ncccc1O	2.3	-3.7	4.8	-6.5	-3.6	-2.2	-4.5	2.3
8	CC(C)C(=O)NC(Nc1ccc(S(N)(=O)=O)cc1)C(Cl)(Cl)Cl (configuration not stated)	·	·	14.5	-4.9	-1.9	5.0	-10.2	2.1
9	COC(=O)c1cc2n(n1)CCN(Cc1cccc(OC)c1)C2=O	3.2	9.6	2.4	·	·	-2.3	9.8	14.5
10	C[C@@H]1CN([C@@H](C)CO)C(=O)c2cc(-c3ccc(C(=O)N(C)C)cc3)cnc2O[C@@H]1CN(C)C	-1.2	-4.3	0.5	30.5[16.7 µM]	5.1	·	-3.7	-2.8
11	[N-]=[N+]=NCCCNC(=O)Nc1ccccc1	-2.9	-11.1	6.2	·	-1.9	-11.2	·	·
12	CN(C)C/C=C/C(O)(c1ccccc1)c1ccccc1	2.8	-0.4	5.4	0.9	0.4	0.7	0.1	-3.5

Entries of single compounds, quoted from the list. Order of screens: Casp6 inh, EWS-Fli block, PGC1a acetyl inh, miR122 inh, Cneo AK release, PAX8 inh HTS, LGR2 antag, FN deposit inh
C[C@@H]1CN([C@@H](C)CO)C(=O)c2cc(-c3ccc(C(=O)N(C)C)cc3)cnc2O[C@@H]1CN(C)C as listed: -1.2, -4.3, 0.5, 30.5[16.7 µM], 5.1, ·, -3.7, -2.8
CN(C)C/C=C/C(O)(c1ccccc1)c1ccccc1 as listed: 2.8, -0.4, 5.4, 0.9, 0.4, 0.7, 0.1, -3.5

Continuation:
cpd	mol	Casp6 inh	EWS-Fli block	PGC1a acetyl inh	miR122 inh	Cneo AK release	PAX8 inh HTS	LGR2 antag	FN deposit inh
13	C[C@H]1CN([C@@H](C)CO)C(=O)c2cccc(NS(=O)(=O)c3ccccc3)c2O[C@H]1CN(C)CC1CCCCC1	-0.6	-3.9	·	20.4[16.7 µM]	0.6	-16.2	8.2	·
14	COc1ccc(N(CC(=O)NC2CCCCC2)C(=O)CNC(=O)c2ccco2)cc1OC	·	·	-2.4	0.1	·	-5.6	·	0.9
15	O=C(c1ccncc1)N1C[C@H]2[C@@H](c3ccccc31)[C@@H](CO)N2C(=O)c1ccccn1	0.6	1.7	8.4	-7.1[16.7 µM]	1.5	2.9	-13.6	·
16	CCO[C@H]1OC(C(=O)O)=C[C@@H](c2ccc(Br)cc2)[C@@H]1CCCO	3.7	-10.3	3.9	·	-30.0	12.7	·	·
17	COc1ccccc1-n1cnc2cc(NCc3ccccc3O)ccc21	5.1	-41.3	-4.7	20.8	1.1	-28.7	-22.4	4.5
18	COc1cc(S(=O)(=O)N2CCN(c3ccccc3F)CC2)ccc1Cl	·	·	3.1	-2.3	-3.7	·	·	-2.0
19	Cc1cc(N(C)/N=C/c2ccccc2O)nc(-c2ccccc2O)n1	-0.8	31.4	24.7	-2.4	3.1	0.5	1.4	6.5
20	OC[C@H]1[C@H](c2ccc(C#CC3CCCC3)cc2)[C@H]2CN(CCC(F)(F)F)CCCCN21	-6.6	34.0	-19.7	0.5[16.7 µM]	32.2	-0.8	-3.5	·
21	CCN(CC)C(=O)CCSc1nnc(-c2ccco2)o1	2.4	-20.5	·	·	·	-32.0	-6.3	·
22	Nc1nc(Br)c2c(F)cccc2c1-c1ccc(Cl)cc1	0.5	12.0	3.5	6.9	-0.4	·	3.1	·
23	CC(=O)Nc1ccc(S(=O)(=O)N(CCO)Cc2ccccc2)cc1	·	·	5.0	1.4	2.4	13.5	·	4.2
24	O=C(Cn1cnc2c(nnn2Cc2ccccc2)c1=O)N1CCN(c2ccccc2)CC1	0.0	-3.6	·	·	1.4	28.5	-3.3	1.5
25	CC(C)C(=O)Nc1ccc2c(c1)C(=O)N(C)[C@@H]1CC[C@@H](CC(=O)Nc3ccccc3)O[C@@H]1CO2	0.1	·	0.0	·	·	-8.9	14.9	-6.9
26	COc1ccccc1NC(=S)Nc1ccccn1	·	·	5.0	-3.8	29.9	-55.8	-0.9	10.1
27	CC(C)=CC(=O)Nc1c(C)cc(C)cc1Cl	-2.3	-10.3	·	·	·	21.1	17.6	6.5
28	O=C(CCC(=O)NNc1nc2ccccc2c2nc(-c3ccccc3)nn12)NCCCN1CCOCC1	-5.2	-9.4	·	·	·	6.4	-15.0	·
29	COc1ccc(-c2csc(N3CCSCC3)n2)cc1	-1.3	-133.1	12.3	-4.3	-6.2	-217.9	-101.6	1.1
30	COCC1CCCCN1C(=O)CCCn1nnnc1CN1CCC(C)CC1 (configuration not stated)	-1.6	6.9	4.1	-4.4	3.4	-0.6	32.6	3.0
31	C[C@H](CO)N1C[C@H](C)[C@H](CN(C)Cc2cccc(C(F)(F)F)c2)Oc2ncc(-c3cccc(C(F)(F)F)c3)cc2C1=O	·	0.5	8.2	·	·	17.0	9.6	-6.3
32	Cn1c(-c2ccccc2)cc2ccccc21	1.6	-12.4	-6.0	-2.0	-0.1	-23.0	7.9	-6.4
33	O=C(C[C@H]1C[C@@H]2c3cc(NS(=O)(=O)c4ccc(F)cc4)ccc3O[C@@H]2[C@@H](CO)O1)N1CCOCC1	0.4	1.7	25.0	7.9[16.7 µM]	21.2	-10.2	-5.7	1.4
34	O=C(c1ccco1)N1CCN(C(=O)c2cc(-c3ccccc3)nc3ccccc23)CC1	·	·	5.9	-0.7	-7.4	3.7	·	-6.4
35	O=C(C[C@@H]1CC[C@@H](NC(=O)CN2CCOCC2)[C@H](CO)O1)NC1CCC1	-1.9	0.4	1.7	·	-1.0	-10.3	-2.9	-4.3
36	COc1ccccc1NC(=O)CN1C(=O)C(C)SC(C)C1=O (configuration not stated)	0.3	0.7	·	-0.2	0.0	0.1	-4.4	-16.1
37	COc1ccccc1/C=N/NC(=O)C(=O)NCc1cccnc1	-2.8	1.7	-13.0	-0.1	-1.9	10.4	16.4	3.3
38	COc1ccc(CC(=O)NC2CCSc3ccccc32)c(OC)c1 (configuration not stated)	-2.9	-7.2	-5.2	-5.4	-1.1	-13.6	-7.7	-0.9
39	CC(C)(O)C#Cc1ccc(C(=O)N2CCCC(CNS(=O)(=O)c3cccs3)C2)o1 (configuration not stated)	-2.2	·	6.4	·	-15.6	0.5	6.3	-1.9
40	CN1c2ccc(-c3ccccc3F)cc2[C@@H]2[C@@H](CCN2C(=O)NC2CCCCC2)[C@H]1CO	-1.4	-8.0	-9.5	·	·	8.4	17.8	3.6
41	CCOC(=O)c1c(C)[nH]c(-c2csc(N)n2)c1C	-3.9	?	·	·	·	29.2	6.5	-11.9
42	COc1ccc(C(=O)/C=C/c2ccc(O)cc2)cc1	2.4	32.6	-15.7	1.6	-6.5	·	7.5	·
43	Nc1nc2n(n1)C(=O)CC(c1ccccc1[N+](=O)[O-])N2 (configuration not stated)	6.6	6.6	6.0	·	·	-4.1	-0.4	4.3
44	Cc1noc(C)c1NC(=O)Nc1ccc2c(c1)CC(=O)N([C@@H](C)CO)C[C@@H](C)[C@H](CN(C)Cc1ccc(Oc3ccccc3)cc1)O2	·	22.1	-5.1	-3.4[16.7 µM]	3.2	47.7	-10.5	·
45	O=C(CSc1ccc2nnc(-c3cccnc3)n2n1)NCC1CCCO1 (configuration not stated)	1.3	-2.6	-0.7	-5.0	1.2	-9.1	-11.0	-5.0
46	Cn1c(=O)c2c(nc(CN3CCc4ccccc4C3)n2CCCO)n(C)c1=O	-0.9	-0.5	6.0	·	·	6.4	0.4	-0.6
47	Cc1ccc(S(=O)(=O)Nc2ccc3c(c2)C(=O)N([C@@H](C)CO)C[C@H](C)[C@H](CN(C)Cc2ccc4c(c2)OCO4)OCCCC[C@H](C)O3)cc1	-1.4	26.7	·	-13.3[16.7 µM]	50.6	22.3	3.8	·
48	CN(C)c1ccc(C(C#N)c2ccc(Cl)cc2)nn1 (configuration not stated)	2.2	-7.6	5.5	-4.6	·	-3.7	-4.2	-22.8
49	C(=N\N1CCOCC1)/c1nc(-c2ccccc2)n2ccccc12	2.9	-14.0	6.4	·	·	-9.4	-24.0	0.4
50	CCN(CC)CCn1c(SCC(=O)Nc2ccc3c(c2)CCC3)nc2ccccc2c1=O	-3.9	-23.8	-4.6	4.8	0.7	-39.0	-40.6	3.8
51	Cc1nnc(NCCN2CCOCC2)[nH]c1=O	·	·	3.8	-3.3	3.6	·	16.0	·
52	Cc1nc(Nc2ccc(S(=O)(=O)N3CCCC3)cc2)c2nnn(Cc3ccccc3)c2n1	·	7.3	·	·	·	15.0	-14.0	0.5
53	Cc1cccc(NC(=O)c2ccc(F)c(S(=O)(=O)N3CCC4(CC3)OCCO4)c2)c1	2.0	-15.5	-4.7	7.8	-1.8	-50.6	-5.2	6.2
54	Cc1ccc(C)c(CC(=O)N2CCCC(c3cc(C(=O)NCc4ccccc4)no3)C2)c1 (configuration not stated)	1.8	-4.1	8.8	-0.9	-2.2	1.1	-0.8	-1.6
55	CCOc1ccccc1CN1CCN(C2CCOCC2)CC1CCO (configuration not stated)	-1.0	6.3	-3.2	-2.6	1.9	2.8	-14.5	·
56	COc1cc(C(=O)Oc2ccccc2OC(=O)c2cc(OC)c(OC)c(OC)c2)cc(OC)c1OC	-0.3	?	-0.7	-6.5	·	-7.5	-8.0	4.7

Compound activity from PubChem BioAssay.
